TEAD-YAP inh = TEAD-YAP interaction inhibition; HEK-TIYL cells, TEAD-Gal4/YAP UAS-luciferase luminescence; inhibition, % at 9.12 µM; hit rate 1.4% among 640,000; AID 1259422; in the data active means inhibition above about 32%;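 further: 0% = median of test compound wells and 100% = reference inhibitor wells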
MITF primary = inhibitors of human MITF; O75030; AlphaScreen MITF homodimerization, bead proximity signal; inhibition, % at 2.6 µM; hit rate 0.91% among 650,000; AID 1259374; in the data active means inhibition above about 50%;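 further: 0% = vehicle wells with protein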
GPR151 activ = activators of human GPR151 | Q8TDV0 | PathHunter beta-arrestin GPR151 cells, luminescence | hit rate 1% among 650,000 | activation, % at 11.2 µM; in the data active means activation above about 4.9%;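 further: 0% = median of compound wells and 100% = cells with positive control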
FBW7 act = activators of human E3 ligase FBW7. normalized activity (activation), % at 26.1 µM. hit rate 0.13% among 650,000. AlphaScreen FBW7–phospho-cyclin E peptide binding, activator screen; in the data active means normalized activity above about 1.9%;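 further: purified mutant Fbw7 with reduced substrate affinity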
Target sequence (Q969H0 whole entry, looked up): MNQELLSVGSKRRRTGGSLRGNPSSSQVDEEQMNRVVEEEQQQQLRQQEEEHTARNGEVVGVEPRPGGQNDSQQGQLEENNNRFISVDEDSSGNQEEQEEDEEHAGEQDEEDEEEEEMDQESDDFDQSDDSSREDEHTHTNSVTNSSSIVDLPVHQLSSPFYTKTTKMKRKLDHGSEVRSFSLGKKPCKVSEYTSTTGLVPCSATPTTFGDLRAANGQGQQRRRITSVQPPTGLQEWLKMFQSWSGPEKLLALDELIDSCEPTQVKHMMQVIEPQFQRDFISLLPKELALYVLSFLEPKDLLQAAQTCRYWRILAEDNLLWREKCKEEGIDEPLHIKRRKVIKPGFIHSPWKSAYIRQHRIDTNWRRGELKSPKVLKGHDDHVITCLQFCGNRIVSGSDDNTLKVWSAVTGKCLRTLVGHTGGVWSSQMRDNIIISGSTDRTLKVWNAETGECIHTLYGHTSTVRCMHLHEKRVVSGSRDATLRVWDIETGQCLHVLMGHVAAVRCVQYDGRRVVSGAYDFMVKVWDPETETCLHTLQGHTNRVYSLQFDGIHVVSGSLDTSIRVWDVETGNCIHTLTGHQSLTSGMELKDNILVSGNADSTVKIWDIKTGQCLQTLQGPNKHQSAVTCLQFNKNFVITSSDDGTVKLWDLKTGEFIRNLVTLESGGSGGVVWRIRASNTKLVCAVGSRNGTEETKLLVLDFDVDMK
Numbers without * were called inactive; & = joins results of further samples. Compounds as they come; overall some 3.4% were active at least once.

SMILES | TEAD-YAP inh | MITF primary | GPR151 activ | FBW7 act
CCOc1ccccc1NC(=O)CN(c1ccc(F)c(Cl)c1)S(C)(=O)=O | -9 | -13 | 1.6 | 0.0
CC(C)c1ccc(CNC(=O)c2cc([N+](=O)[O-])cc([N+](=O)[O-])c2)cc1 | 5 | 4 | 0.3 | -0.1
COc1ccnc(N2CCC(N(CCN(C)C)C(=O)NC(C)C)CC2)n1 | 0 | 15 | 2.2 | 0.1
CC1=C(C)CC2C(=O)N(c3ccccc3I)C(=O)C2C1 (stereo not given) | 9 | 4 | 0.9 | 0.5
COc1ccc(S(=O)(=O)N(CC(=O)N2CCN(c3ccccc3OC)CC2)c2ccc(C)cc2)cc1 | -2 | -2 | 0.1 | 0.2
CC(C)c1ccc(NS(=O)(=O)Cc2ccccc2)cc1 | -15 | -3 | 1.5 | -0.1
CC1(C)Cc2cc3c(cc2-c2nnc(-c4ccccc4)n21)OCCO3 | -12 | 4 | 0.6 | -0.2
COc1ccc(-c2ccc(=O)n(CC3CCN(C(=O)c4cccc(OC)c4)CC3)n2)cc1 | -4 | -4 | -1.1 | 0.0
COc1ccc(C2CC(=O)C3=C(C2)Nc2ccccc2NC3c2cc(Br)c(OC)c(OC)c2)cc1 (stereo not given) | -20 | 6 | 0.8 | 0.2
O=C(NCCc1ccc(O)cc1)c1ccc2nc(Nc3ccc(N4CCOCC4)cc3)sc2c1 | -29 | 5 | -0.9 | 0.2
CC(=O)Nc1ccc(NC(=O)c2ccco2)cc1Cl | -8 | 2 | -0.4 | 0.6
CNC(=O)CCC(=O)Nc1c(C)n(C)n(-c2ccccc2)c1=O | 3 | 8 | -1.5 | 0.6
CCOC(=O)c1cc2c(=O)n3ccccc3nc2n(CCCOC)c1=NC(=O)c1ccc(C)cc1 | -3 | 13 | -0.9 | 0.0
CCCCn1c(=O)c2c(nc3n(C)c(C)c(C)n23)n(C)c1=O | 11 | 6 | 0.5 | -0.3
O=C(NCc1ccco1)/C(=C\c1cccnc1)NC(=O)c1ccco1 | 9 | 0 | -0.8 | 0.2
CCCNS(=O)(=O)c1ccc(CCC(=O)NCC)cc1 | -3 | -7 | 0.7 | -0.2
Cc1cccc(NC(=O)C2CCC(=O)N2C(=O)OCc2ccccc2)c1 (stereo not given) | 13 | -2 | -0.9 | 0.0
Cn1c(=O)cc(OCC(=O)NCCCN2CCOCC2)c2ccccc21 | 2 | -9 | 0.7 | -0.3
CCOc1ccc(Nc2nnc(Cc3ccc(OC)cc3)c(=O)[nH]2)cc1 | 8 | 16 | -0.4 | 0.1
CCOc1cc(-c2ccc3c(c2)OCO3)cc(=O)c2c(C)oc(C)c12 | -5 | 20 | -0.4 | 0.1
CC(=O)NCCSCc1cc2cccc3c2n(c1=O)CCC3 | -11 | 9 | 6.3* | 0.4
Cc1cc2c(Nc3ccc(N(C)C)cc3)ncnc2s1 | -11 | -7 | 0.0 | -0.5
CC/C(=N\NC(=O)CNc1ccc(F)cc1)c1ccccc1 | 6 | 0 | 0.1 | 0.0
COc1ccc(C(=O)NC(C)c2nnc(SCC(=O)Nc3nc(C)cs3)n2C)cc1 (stereo not given) | 23 | 16 | -0.3 | 0.7
Nc1nc(Nc2ccc(N3CCOCC3)cc2)cc(-c2ccc(N3CCOCC3)nc2)n1 | -2 | 9 | -0.9 | 0.3
CCOC(=O)C1=C(c2ccccc2)N=c2s/c(=C\c3ccc(-c4ccc(C(=O)O)cc4)o3)c(=O)n2C1c1cccc(OC)c1OC (stereo not given) | -2 | 25 | -0.4 | 1.0
O=S(=O)(Nc1ccc(O)c(Sc2ncn[nH]2)c1)c1ccccc1 | -8 | -5 | -0.4 | -0.1
COc1ccc(C(=O)c2cc3c(cc2[N+](=O)[O-])OCCO3)cc1 | -3 | 22 | -0.7 | 0.7
CCCCNC(=S)NC(=O)c1ccccc1C | -7 | -2 | 0.2 | 0.0
O=c1c2nnn(-c3ccc(Br)cc3)c2ncn1CCN1CCCCC1 | 3 | 5 | -0.6 | 0.0
O=C(N1CCN(S(=O)(=O)c2ccccc2)CC1)N(c1ccccc1)c1ccccc1 | 14 | 14 | 0.0 | -0.1
CCCN1CCN(C(=O)c2nn(-c3cc(OC)cc(OC)c3)c(=O)c3ccccc23)CC1 | 15 | 65* | -1.4 | 0.0
Cc1ccc(C(=O)Nc2ccc(I)c(C)n2)cc1 | -46 | 20 | -0.3 | 0.4
Cc1ccc(-c2nn(-c3ccccc3)cc2/C=C(\C#N)C(N)=O)o1 | -31&-29 | -2&10 | 0.4&-0.5 | -0.1&0.1
COc1ccc(C(=O)c2oc3cc(NC(=O)C(C)C)ccc3c2C)cc1 | 3 | -6 | -0.4 | 0.2
COc1cccc(C(=O)Nc2cccc(-c3cn4ccccc4n3)c2)c1 | -33 | 0 | 0.1 | -0.1
CC(C)COC(=O)NC(Cc1c[nH]c2ccccc12)C(=O)N/N=C\c1ccncc1 (stereo not given) | -13 | -4 | 2.2 | 0.0
Cc1n[nH]c(C)c1S(=O)(=O)Nc1sc2c(c1C(N)=O)CCC(C)C2 (stereo not given) | 0 | 6 | 0.7 | -0.1
CCC(c1nnc(SCC(=O)Nc2cc(C)on2)o1)N(C)C (stereo not given) | -6 | 23 | -0.1 | -0.9
NCCCSc1nc(C2CC2)n(-c2ccccc2)n1 | 0 | 8 | 0.6 | 0.0
Cc1ccc(CNS(=O)(=O)c2ccc(-n3cnnn3)c(C)c2)cc1 | 3 | 7 | 0.9 | -0.1
CC1=CC(C)(C)N2C(=O)C3(C(C#N)=C(N)Oc4cc(O)ccc43)c3c(C)c(C)cc1c32 (stereo not given) | 2 | 17 | -1.7 | 0.0
CCCCCCc1ccc(C2=N/C(=C\c3cccc([N+](=O)[O-])c3)C(=O)O2)cc1 | 5 | -1 | 1.6 | 0.2
O=C(NCCc1ccc(O)cc1)c1ccc2nc(N3CCOCC3)sc2c1 | -12 | 24 | 0.6 | 0.2
O=c1cc(CSc2nc(NCc3ccco3)c3ccccc3n2)nc2ccccn12 | 4 | -2 | 0.3 | -0.2
CN1CCN(C(=O)c2cc3c(=O)n(C)c4ccccc4c3n2C)CC1 | -4 | 4 | 0.1 | -0.1
N#Cc1ccc(Cl)cc1NC(=O)COC(=O)c1ccc(N)c([N+](=O)[O-])c1 | 22 | 9 | 0.4 | 0.2
O=c1c(Cl)c(Cl)cnn1CCOc1ccc(Br)cc1 | 10 | -1 | 2.1 | 0.0
CCCCN(C)C(=O)CSc1nc2ccc(Br)cc2c2nc3ccccc3n12 | 10 | 7 | -0.9 | 0.1
CN(CCCNC(=O)CC1Oc2ccccc2NC1=O)C1CCCCC1 (stereo not given) | 3 | -6 | 2.7 | 1.1
CCOc1ccc(/C(O)=C2\C(=O)C(=O)N(c3nccs3)C2c2cccc(Br)c2)cc1 (stereo not given) | -7 | -8 | 1.8 | -0.2
CCc1ccc(/C=C2\C(=O)Nc3ccc(F)cc32)cc1 | -45 | 5 | -0.9 | 0.5
CC(C)OC(=O)c1ccc(NC(=O)Cc2cccs2)cc1 | -56 | -13 | -1.2 | 0.1
Cc1ccc(O)c(NC(=O)c2nn(C34CC5CC(CC(C5)C3)C4)cc2[N+](=O)[O-])c1 | -10 | -6 | 0.9 | 0.2
CSc1ccc(CN2CCc3nnc(CCNC(=O)c4ccoc4)n3CC2)cc1 | -3 | 5 | 0.1 | -0.1
CC(NC(=O)C1CCCCC1)c1ccc2c(c1)OCCO2 (stereo not given) | 6 | 11 | 0.2 | 0.1
CCC(CO)N1CC2([N+](=O)[O-])C=CCC([N+](=O)[O-])(C1)C2 (stereo not given) | 2 | -20 | 1.5 | -0.2
CCOc1ccc(C2NCCc3cc(OCC)c(OC)cc32)cc1OC (stereo not given) | 2 | 20 | 0.0 | 0.1
C(=N\Nc1nc(-c2ccccc2)cs1)/c1cccs1 | -14 | 15 | 0.7 | -0.2
COC(=O)C1=C(c2ccccc2)S(=O)(=O)CCN1C(C)=O | 3 | 15 | 1.4 | 0.2

(listing goes on)
SMILES | TEAD-YAP inh | MITF primary | GPR151 activ | FBW7 act
COc1ccc(O)c(C2=Nc3ccccc3N=C(c3ccco3)C2)c1 | -13 | 4 | -0.7 | 0.0
C/C(=N\NC(=O)CNc1cccc(Br)c1)c1ccccc1 | 4 | 3 | 1.0 | -0.1
C=CCn1c2ccccc2c2nnc(SCC(=O)c3ccc(Br)cc3)nc21 | 15 | -18 | 1.8 | 0.0
COc1ccc(CNC(=O)CN2CCC(C(=O)c3ccc(OC)cc3)CC2)cc1 | 11 | 16 | -0.5 | 0.3
CC1CN(C(=S)SCCN2Cc3ccccc3C2=O)CC(C)O1 (stereo not given) | -10 | -13 | -0.6 | 0.1
Cc1ccc(S(=O)(=O)CCC(=O)NCc2ccccc2)cc1 | -6 | -3 | 0.0 | -0.1
O=C(CC1C(=O)NCCN1C(=O)c1ccc(F)cc1)OCc1ccccc1 (stereo not given) | -8 | 8 | 0.4 | 0.9
Cc1ccc(N2C(=S)NC3c4ccccc4OC2(C)C3C(=O)Nc2ccc(Cl)cc2)cc1 (stereo not given) | -5 | 31 | -1.5 | 0.1
Cc1cc(C)cc(NC(=O)c2cc(S(=O)(=O)N3CCCCCC3)ccc2F)c1 | -11 | -10 | -1.7 | -0.1
NC(=O)c1ccc2c(c1)C1C=CCC1C(c1ccc(Cl)cc1)N2 (stereo not given) | -2 | 8 | -1.4 | -0.2
O=C1CC(Cc2ccc(Cl)cc2)C(=O)N1CCc1ccccc1 (stereo not given) | 0 | 3 | 0.4 | -0.1
Nc1nc(CC(=O)NNC(=O)c2ccc(F)cc2)cs1 | 8 | 11 | -0.1 | -0.7
Cc1cccc(Cn2nnc(C(=O)NCc3ccccc3)c2N)c1 | 13 | 5 | 0.1 | -0.1
O=C1C2CC=CCC2C(=O)N1c1ccccc1 (stereo not given) | -1 | -6 | -0.2 | 0.0
COC(=O)Cc1ccc(NC(=S)NC(C)(C)C)cc1 | -3 | 7 | -0.6 | 0.1
CCN1CCc2nc(NC(=O)c3cccc(F)c3)sc2C1 | -55 | -2 | -4.3 | 0.0
CCOC(=O)/C(=C(/N)NC(=O)c1ccccc1)[N+](=O)[O-] | -2 | 14 | 1.0 | 0.0
N#CC1=C(N)SC(N)=C(C#N)C1c1cccc(F)c1 | -2 | -7 | -1.5 | -0.1
CCCCSc1nnc2c(n1)OC(c1ccc(N(C)C)cc1)Nc1ccccc1-2 (stereo not given) | -56 | -5 | -0.1 | 0.3
O=C1CC(c2cccc(Cl)c2)CC(O)=C1C=NCCCO (stereo not given) | -8 | 3 | -1.8 | -0.1
CC(C)(C)NC(=O)C(c1ccncc1)N(C(=O)c1csnn1)c1cccc2c1CCCC2 (stereo not given) | 5 | -14 | 0.1 | -0.1
COCC(=O)Nc1nnc(CC(C)(C)C)s1 | -3 | 4 | 0.9 | -0.2
Cc1ccc2ncc(C(=O)NCCCOC(C)C)c(=O)n2c1 | -5 | 0 | -1.4 | 0.0
Cc1ccc(-c2noc(CNC(=O)c3cc(C)ccc3C)n2)cc1 | 7 | 10 | 0.7 | 0.0
CCN(CC)C(=O)C1CCCN(c2nc(NC3CCN(Cc4ccccc4)CC3)c3ncn(C4CCCCC4)c3n2)C1 (stereo not given) | 0 | 17 | 0.7 | 0.2
Cc1csc(NC(=O)CSc2nnc(Cc3cccn3C)n2Cc2ccccc2)n1 | 2 | 0 | 1.0 | 0.1
